T cell modulator: T cell immune modulators affecting CD8 T cell-vesicle binding | 2C CD8+ T cell-vesicle binding, flow cytometry; active compounds read low | calls only at 7 µM | 0.068% of 330,000 active | AID 2052;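 active = response, share of CD8 T cells binding vesicles, and their 90th percentile fluorescence all below set limits, cut at about 80% in these data, passing the limit was not always enough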
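Assay system – 2C mouse CD8+ T cells · Also added – QL9-loaded Drosophila micro-vesicles · Timing – Cell–vesicle co-incubation 1.5 h at 37 °C, staining 20 min on ice · Signal – flow cytometry of vesicle-bound cells · Measure – percent CD8+ FL2 mean versus row control · Controls – Peptide-free naked vesicles (low) and QL9 vesicles with 0.7% DMSO vehicle (high)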
Lipid droplet: hepatic lipid droplet formation modulation; AML12 mouse hepatocytes, oleate lipid droplets, BODIPY imaging; inhibition, % at 6.5 µM; 0.4% of 240,000 active; AID 1656;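 active = lipid droplet intensity inhibited by at least 50%, with more than 500 cells counted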
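System: AML12 hepatocytes (mouse). Probe or stimulus: oleic acid at 100 µM to induce lipid droplet formation. Times: overnight treatment with compound plus oleate. Detection: Image-based BODIPY and DAPI two-channel analysis. Evaluation: percent inhibition of filter-corrected integrated lipid droplet intensity per well.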
Lipid droplet cells 6.5 µM: further read-out of Lipid droplet, marked with its call; cell count; measured here: cell count, cytotoxicity flag;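 cells counted across two imaged fields per well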
T cell modulator vesicle-bound %: recorded beside T cell modulator, whose call it bears; double positive events, %; measured here: CD8+ vesicle-bound cell fraction;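 binding gate set so that unloaded-vesicle control wells show 10% double positive cells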
The depositor's hits bear a star; i = inactive. These rows are one share of the data (hit frequency here may not be typical).

A first look, three compounds:
No.	SMILES	T cell modulator	T cell modulator vesicle-bound %	Lipid droplet	Lipid droplet cells 6.5 µM
1	CC1CCN(Cc2c(C(=O)N/N=C/c3ccc(C(C)C)cc3)nnn2-c2nonc2N)CC1	i	16	-17	820
2	COc1ccc(CNS(=O)(=O)c2cc3c4c(c2)C(C)C(=O)N4CCC3)cc1 (stereo unspecified)	i	44	2	710
3	Cc1c(C(=O)C(=O)N2CCN(Cc3ccc4c(c3)OCO4)CC2)c2ccccc2n1C	i	40	-1	669

The list itself, previewed entries included:
No.	SMILES	T cell modulator	T cell modulator vesicle-bound %	Lipid droplet	Lipid droplet cells 6.5 µM
1	CC1CCN(Cc2c(C(=O)N/N=C/c3ccc(C(C)C)cc3)nnn2-c2nonc2N)CC1	i	16	-17	820
2	COc1ccc(CNS(=O)(=O)c2cc3c4c(c2)C(C)C(=O)N4CCC3)cc1 (stereo unspecified)	i	44	2	710
3	Cc1c(C(=O)C(=O)N2CCN(Cc3ccc4c(c3)OCO4)CC2)c2ccccc2n1C	i	40	-1	669
4	COc1ccc(OCC(=O)Nc2cc(NC(=O)c3ccco3)ccc2OC)cc1	i	42	2	865
5	COc1ccc(OC)c(N(CC(=O)NC2CCCC2)S(=O)(=O)c2ccc(OC)c(OC)c2)c1	i	36	-27	679
6	O=P(c1ccccc1)(c1ccccc1)c1cc(S(=O)(=O)O)ccc1O	i	8	11	831
7	Nc1nonc1C(=O)NCCNC(=O)c1ccc(Cl)cc1	i	34	-7	806
8	COc1ccc(OC)c(S(=O)(=O)CC(=O)c2cc3ccc(OC)cc3oc2=O)c1	i	40	29	672
9	Cn1c(SCC(=O)NC2CC2)nnc1-c1ccccn1	i	25	8	809
10	O=C(CCN1C(=O)/C(=C/c2ccc(F)cc2)SC1=S)NCCCn1ccnc1	i	6	-17	737
11	O=C(CCCCCNC(=O)N1CCn2c1nc1ccccc12)NCc1ccccc1Cl	i	44	-10	780
12	O=Cc1ccc(OC(=O)CCCCC(=O)Oc2ccc(C=O)cc2)cc1	i	30	-27	670
13	COc1ccc(NC(=O)CCNC(=O)Cn2cnc3ccccc3c2=O)cc1OC	i	30	-5	746
14	CC(C)c1ccccc1OCC(=O)N1CCCCCCC1	i	52	-13	795
15	CCc1cc(=O)[nH]c(SC/C=C/c2ccccc2)n1	i	38	-1	765
16	Cc1cc(NC(=O)c2ccc(Cl)cc2)n(-c2ccccc2)n1	i	62	2	727
17	CN(C)C(CNc1ccc(C(F)(F)F)cc1[N+](=O)[O-])c1ccccc1 (stereo unspecified)	i	23	-4	791
18	CCOC(=O)N1CCN(S(=O)(=O)c2ccc(C(=O)N(CCCN(C)C)c3nc4ccc(CC)cc4s3)cc2)CC1	i	63	8	886
19	CCc1nccn1CCC(=O)NC1CCCc2c1cnn2-c1ccc(F)cc1F (stereo unspecified)	i	64	-26	698
20	COc1ccc(Cc2nnc(NCCO)[nH]c2=O)cc1OC	i	59	-3	819

Compound profiles, from the list above:
O=C(CCCCCNC(=O)N1CCn2c1nc1ccccc12)NCc1ccccc1Cl is listed with T cell modulator = i; T cell modulator vesicle-bound % = 44; Lipid droplet = -10; Lipid droplet cells 6.5 µM = 780
Cn1c(SCC(=O)NC2CC2)nnc1-c1ccccn1 is listed with T cell modulator = i; T cell modulator vesicle-bound % = 25; Lipid droplet = 8; Lipid droplet cells 6.5 µM = 809

(continued)
No.	SMILES	T cell modulator	T cell modulator vesicle-bound %	Lipid droplet	Lipid droplet cells 6.5 µM
21	CC1CCN(C(=O)c2cc(-c3ccco3)on2)CC1	i	26	2	773
22	Cc1ccc(OCC(=O)NCCCNC(=O)c2ccccn2)cc1	i	20	-3	839
23	CN(C(=O)c1ccc(Br)o1)C1CCCCC1	i	49	3	772
24	Cc1ccccc1C(=O)N1CCN(S(=O)(=O)c2cccs2)CC1	i	10	-20	717
25	Cc1ccc2nc(C)cc(SCC(=O)N/N=C/c3ccco3)c2c1	i	21	-21	695
26	Cc1onc(-c2ccccc2Cl)c1C(=O)N1CCN(C=O)CC1	i	19	9	806
27	CCCc1c(C)nc(N2CCN(c3cccc(OC)c3)CC2)[nH]c1=O	i	56	-3	842
28	COc1ccc(CN(C)C(=O)Cc2ccsc2)c(OC)c1OC	i	36	5	814
29	NC(=O)C1CC(=O)N(c2ccc(OCc3ccc(F)cc3)cc2)C1 (stereo unspecified)	i	57	-2	839
30	COc1cccc(CNC(=O)Cn2nc(C)c([N+](=O)[O-])c2C)c1	i	67	6	838
31	CCOc1ccc(C2NC(=O)c3ccccc3O2)cc1OCC (stereo unspecified)	i	67	0	830
32	CCCOc1ccc2ccccc2c1/C=C1\SC(=O)NC1=O	i	64	7	791
33	CN1CCN(CCOc2ccc(-c3ccccc3)cc2)CC1	i	38	-4	831
34	O=C(COc1ccc2ccc(=O)oc2c1)NCc1ccccn1	i	46	-3	694
35	CCN(C(=O)CCS(=O)(=O)c1ccc2c(c1)oc(=O)n2C)c1ccc(OC)cc1	i	11	-8	650
36	CCCC(=O)N1CCc2cc(OC)c(OC)cc2C1COc1ccccc1OC (stereo unspecified)	i	8	45	810
37	COc1ccc(Cl)cc1S(=O)(=O)N1CCC(C(=O)NCCc2ccccc2)CC1	i	50	-5	782
38	CCOC(=O)c1ccc(NC(=O)CSc2nc(N3CCOCC3)nc(N3CCOCC3)n2)cc1	i	66	10	796
39	CCN(CCn1cccn1)C(=O)c1ccc(OC2CCN(C(=O)COC)CC2)cc1	i	4	-1	824
40	Cc1cc(C)c(NC(=O)Cn2nnc(C(=O)Nc3ccc(F)cc3F)c2N)c(C)c1	i	12	-11	729
41	CC(=O)c1cccc(OCc2cc(C(=O)N(C)Cc3ccc(C)o3)no2)c1	i	58	-5	877
42	Cc1cc(C)n(-c2ccc(NC(=O)C3CCCCN3C(=O)c3ccoc3C)cc2)n1 (stereo unspecified)	i	27	2	709
43	Nc1cc(=O)nc(SCC(=O)N2CCN(c3ccccc3)CC2)n1-c1ccc(F)cc1	i	68	-1	855
44	COCCNC(=O)C1CCCN(S(=O)(=O)c2cccc3nsnc23)C1 (stereo unspecified)	i	14	0	776
45	O=C(OCC(=O)N1CCCC1)c1c(Cl)ccc(Cl)c1Cl	i	15	12	802
46	COc1ccc(F)c(CN2CCC(n3nccc3NC(=O)C3CCOC3)CC2)c1 (stereo unspecified)	i	3	1	860
47	CCc1ccccc1NC(=O)CSc1nnc(-c2cc(C)[nH]n2)n1N	i	13	-3	680
48	COc1ccc(NC(=O)C2CCCN(c3nn4c(=O)cc(C)nc4s3)C2)cc1 (stereo unspecified)	i	12	5	741
49	O=C(NCCCN1CCCC1=O)C(=O)NCC1OCCN1S(=O)(=O)c1ccc(Br)cc1 (stereo unspecified)	i	31	-7	666
50	CC(=O)N(C)c1ccc(NC(=O)N2CCOCC2)cc1	i	37	-2	804
51	Cc1ccc(NC(=O)CN2C(=O)c3ccccc3S2(=O)=O)cc1C	i	21	-6	818
52	COc1ccccc1OCc1cc(C(=O)N(C)CCC2CCCCO2)no1 (stereo unspecified)	i	22	2	686
53	COc1ccc(CNC(=O)N[C@@H](Cc2c[nH]c3ccccc23)C(=O)O)cc1	i	55	1	858
54	COc1ccccc1Cn1c(=S)[nH]c2ccccc2c1=O	i	26	19	866
55	COc1ccc(CN2CCCC(CO)(Cc3ccc(F)cc3F)C2)cc1 (stereo unspecified)	i	61	6	795
56	O=C(Nc1ccccn1)Nc1ccccc1Cl	i	59	-1	797
57	Cc1nc(Cl)c(C(=O)NCc2ccccc2)c(C)c1[N+](=O)[O-]	i	43	4	694
58	Cc1nn(-c2ccccc2)c(Cl)c1/C=N/NC(=O)c1[nH]ncc1Br	i	1	1	665
59	CC1=C(C(=O)OCc2ccccc2)C(c2cccc([N+](=O)[O-])c2)NC(=O)N1 (stereo unspecified)	i	53	0	835
60	CCc1ccc(NC(=O)C(C)OC(=O)CC(NC(C)=O)c2ccccc2)cc1 (stereo unspecified)	i	25	-4	841
61	COCCn1c(SCC(=O)N2CCCC(C)C2)nnc1-c1ccco1 (stereo unspecified)	i	40	1	837
62	COc1ccc(-c2c(C)nc(N)nc2-c2ccc(OC)cc2O)cc1	i	34	13	821
63	CCOC(=O)N1CCN(S(=O)(=O)N2CCCC(C(=O)NC(C)c3ccccc3)C2)CC1 (stereo unspecified)	i	33	-34	617
64	CC(NC(=O)CCNC(=O)c1ccco1)c1ccc(F)cc1 (stereo unspecified)	i	32	7	783
65	COc1ccc(C2(O)C(=O)Nc3ccccc32)cc1 (stereo unspecified)	i	41	11	837
66	O=C(CN(C(=O)CCC(=O)Nc1nccs1)c1ccccc1F)NCCc1ccccc1	i	10	-1	818
67	Cc1ccc2c(c1)c1c(n2CC(O)CN2CCCCCC2)CCCC1 (stereo unspecified)	i	25	-19	766
68	CC1CN(C(=O)CCC(=O)NC(C)c2ccccc2)c2cc(Cl)ccc2O1 (stereo unspecified)	i	37	-1	792
69	COc1ccccc1CNC(=O)CCNS(=O)(=O)c1cc(Br)cnc1N	i	38	-34	729
70	Cn1c(=O)[nH]c(=O)c2c1nc(SCC(=O)O)n2Cc1ccccc1	i	50	-11	775
71	COc1ccc(-n2ncc(C(C)NS(=O)(=O)c3ccc(C(C)=O)cc3)c2C)cc1 (stereo unspecified)	i	8	-18	619
72	O=C(Cc1cccc2ccccc12)Nc1ccc(Br)cc1C(=O)O	i	37	-3	827
73	O=C(OC(C(=O)NCc1ccccc1)c1ccccc1F)c1ccco1 (stereo unspecified)	i	28	-22	703
74	Cc1c(C(=O)N2CCCCC2C)sc2nc3n(c(=O)c12)CCC3 (stereo unspecified)	i	20	7	757
75	COC(c1ccccc1)(c1ccccc1)C(Oc1nccc(C)n1)C(=O)O (stereo unspecified)	i	24	1	798
76	COc1ccc(/C=C2/SC(=S)NC2=O)cc1OCc1ccccc1	i	56	-8	778
77	COc1ccccc1N1CCN(C(=O)C2CCN(S(=O)(=O)c3ccc4c(c3)CC(C)N4C(C)=O)CC2)CC1 (stereo unspecified)	i	9	-5	753
78	COc1ccc(C(=O)Nc2ccc(C(=O)N3CCCC3)cc2)cc1[N+](=O)[O-]	i	46	3	842
79	COc1ccc(S(=O)(=O)N(CC(=O)NCc2cccnc2)c2ccc(C)cc2)cc1OC	i	18	10	812
80	Cc1cc(=O)n2nc(N3CCC(C(=O)Nc4c(F)c(F)c(F)c(F)c4F)CC3)sc2n1	i	55	-13	763

(further entries)
No.	SMILES	T cell modulator	T cell modulator vesicle-bound %	Lipid droplet	Lipid droplet cells 6.5 µM
81	Cc1ccc(C(=O)Nc2cccc(C(=O)N/N=C/c3ccc(O)cc3)c2)cc1	i	16	-5	681
82	OCC1(CCc2ccccc2)CCCN(CCCC(F)(F)F)C1 (stereo unspecified)	i	52	0	808
83	Cc1ccc(-n2ncc3c2CC(C)(C)CC3NC(=O)c2ccccn2)cc1 (stereo unspecified)	i	14	-35	737
84	COc1ccc(CN2CCC(=O)N([C@H](CO)Cc3ccccc3)CC2)cc1OC	i	10	0	853
85	COc1ccc(NS(=O)(=O)c2ccc(-c3cnc(C4CC4)o3)cc2)cc1OC	i	13	-7	615
86	CCC(=O)N1c2ccc(S(=O)(=O)N3CCN(c4ccc([N+](=O)[O-])cc4)CC3)cc2CC1C (stereo unspecified)	i	10	-35	694
87	CCOc1ccc(CCNC(=O)c2cc(=O)[nH]c3ccc(S(=O)(=O)N(CC)CC)cc23)cc1OCC	i	13	3	853
88	COc1ccc(C(=O)N/C(=C\c2cn(C)c3ccccc23)C(=O)N2CCOCC2)cc1OC	i	14	-2	708
89	Cc1cccc(CCNc2nc3ccc(C)cc3n3cnnc23)c1	i	27	-9	851

Gathered by group: the compounds so far containing a thiophene ring, fused or not
No.	SMILES	T cell modulator	T cell modulator vesicle-bound %	Lipid droplet	Lipid droplet cells 6.5 µM
24	Cc1ccccc1C(=O)N1CCN(S(=O)(=O)c2cccs2)CC1	i	10	-20	717
28	COc1ccc(CN(C)C(=O)Cc2ccsc2)c(OC)c1OC	i	36	5	814
74	Cc1c(C(=O)N2CCCCC2C)sc2nc3n(c(=O)c12)CCC3 (stereo unspecified)	i	20	7	757

Screening data as filed in PubChem BioAssay.
